Compound activity from PubChem BioAssay.
CHO-K1 Ca PAM = M1 PAM counterscreen hit in parental CHO-K1 cells; AID 602247; 360,000 tested, 0.02% active; activation, % at 3 µM; ATP EC20, Fluo-8 calcium fluorescence; 0% at ATP EC20, 100% at ATP max;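 active = activation above the run cutoff, the mean activation of all test compounds plus 3 SD, cut at about 40% in these data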;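 note: peak over basal fluorescence ratio in a 140 s read after ATP addition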
OXTR potentiator = human OXTR potentiation; AID 2445; 320,000 tested, 0.061% active; P30559; activation, % at 3 µM; CHO-OTR cells, Fluo-8 calcium fluorescence, potentiator mode; 0% = oxytocin EC15, 100% = EC100;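 active = activation above that plate's cutoff, the mean activation of tested compounds plus 3 SD, cut at about 6.6% in these data, passing the limit was not always enough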;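 note: 100% uses oxytocin at 75 nM as the full agonist control; some results filed as inactive read as strong as hits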
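Material: human OTR in CHO cells. Compound: 3.0 µM, one dose. Timing: compound 6 min at room temperature before oxytocin, 100 s read. Evaluation: % activation of max/min ratio relative to oxytocin controls. Replication: single well per compound, singlicate. Signal: Fluo-8 calcium dye fluorescence.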
TAAR1 antagonist = human TAAR1 antagonism | CHO RD-HGA16 TAAR1, Fluo-8 calcium fluorescence, antagonist | inhibition, % at 3 µM | 360,000 tested, 1.5% active;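 active = inhibition above a per-plate cutoff, the mean inhibition of test compounds on that plate plus 3 SD, cut at about 49% in these data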;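 note: 0% = DMSO plus EC80 beta-PEA response and 100% = DMSO alone without agonist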
Target sequence (Q96RJ0 whole entry, looked up): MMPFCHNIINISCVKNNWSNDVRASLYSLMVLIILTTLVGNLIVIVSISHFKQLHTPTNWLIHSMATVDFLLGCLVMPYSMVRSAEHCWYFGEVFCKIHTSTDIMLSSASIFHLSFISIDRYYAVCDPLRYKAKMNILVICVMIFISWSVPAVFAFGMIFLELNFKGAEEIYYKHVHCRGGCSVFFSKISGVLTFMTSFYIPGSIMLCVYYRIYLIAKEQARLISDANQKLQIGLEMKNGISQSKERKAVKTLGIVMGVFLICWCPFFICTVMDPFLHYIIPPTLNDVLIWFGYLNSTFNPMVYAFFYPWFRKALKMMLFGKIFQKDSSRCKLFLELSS
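System: CHO RD-HGA16 cells bearing hTAAR1. Reagent: EC80 β-phenethylamine stimulus. Schedule: seeding 17-24 h prior, 75-min 37 °C, 30-min RT dye loading. Signal: Fluo-8 intracellular calcium dye fluorescence, real-time kinetic reads. Read-out: % inhibition from peak post-agonist over basal fluorescence ratio. Benchmarks: vehicle wells and EC80 agonist wells. Replicates: n of 1.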
CHO parental Ca = signal in parental CHO cells, OX1R antagonist counter-screen | parental CHO-K1, ATP-induced calcium, Fluo-8 fluorescence | inhibition, % at 5.6 µM | 330,000 tested, 0.63% active;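 active = inhibition above that plate's mean sample inhibition plus 3 SD, cut at about 26% in these data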;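 note: 0% = ATP-challenged DMSO wells and 100% = DMSO wells without ATP; some compounds past the cut are filed as inactive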
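Test system: untransfected parental CHO cell line. Compound: one dose, 5.6 µM nominal. Detection: intracellular calcium via Fluo-8 no-wash fluorescent dye. Measure: % inhibition. Benchmarks: ATP-challenged DMSO wells low, unchallenged DMSO wells high.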
CHO-K1 Ca antag = nonselective inhibitor or artifact in parental CHO-K1 cells. ATP-induced calcium, Fluo-8 fluorescence. inhibition, % at 3 µM. 360,000 tested, 0.6% active;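 active = inhibition above a per-plate cutoff, the plate's mean sample inhibition plus 3 SD, cut at about 24% in these data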;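 note: 0% = DMSO plus EC80 ATP and 100% = DMSO alone without ATP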
V1aR counter = activates human V1a receptor in oxytocin agonist counter-screen; CHO-V1R cells, Fluo-8 calcium fluorescence, agonist mode; 0% DMSO, 100% 3 nM vasopressin; activation, % at 3 µM; 320,000 tested, 0.25% active; AID 2797;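 active = activation above the mean activation of all tested compounds plus 3 SD, per screening run, cut at about 20% in these data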;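 note: signal is peak over basal fluorescence ratio across a 100 second FLIPR read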
Target sequence (P37288 whole entry, looked up): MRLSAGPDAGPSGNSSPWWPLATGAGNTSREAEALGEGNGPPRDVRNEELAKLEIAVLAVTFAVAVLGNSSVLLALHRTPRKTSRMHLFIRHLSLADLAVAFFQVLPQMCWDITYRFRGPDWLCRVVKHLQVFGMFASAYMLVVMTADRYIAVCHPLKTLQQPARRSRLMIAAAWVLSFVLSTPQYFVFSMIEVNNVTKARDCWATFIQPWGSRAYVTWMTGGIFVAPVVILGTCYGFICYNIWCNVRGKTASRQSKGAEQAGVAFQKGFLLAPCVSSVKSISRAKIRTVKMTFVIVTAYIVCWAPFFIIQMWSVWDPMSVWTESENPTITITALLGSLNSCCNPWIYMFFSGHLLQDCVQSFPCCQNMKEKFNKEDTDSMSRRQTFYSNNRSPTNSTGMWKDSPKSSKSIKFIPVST
GPR7 antag = human neuropeptides B/W receptor 1 antagonism; AID 1861; P48145; 290,000 tested, 1.1% active; GPR7-expressing cells, fluorescence antagonist assay; inhibition, % at 4.4 µM; in the data active = inhibition above about 16%, passing the limit was not always enough;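 note: cells stimulated with the agonist NPW; 0% = agonist with vehicle and 100% = vehicle without agonist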
Target sequence (P48145 whole entry, looked up): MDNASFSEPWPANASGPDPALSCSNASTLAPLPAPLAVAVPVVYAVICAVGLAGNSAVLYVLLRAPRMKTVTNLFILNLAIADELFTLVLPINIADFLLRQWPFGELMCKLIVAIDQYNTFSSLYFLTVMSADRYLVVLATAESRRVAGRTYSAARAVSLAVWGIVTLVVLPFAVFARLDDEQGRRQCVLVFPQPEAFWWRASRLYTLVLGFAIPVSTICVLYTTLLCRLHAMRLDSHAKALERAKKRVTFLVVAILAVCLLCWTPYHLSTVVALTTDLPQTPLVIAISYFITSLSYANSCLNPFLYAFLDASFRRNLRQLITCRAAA
M1 ag parental = nonselective activator or artifact in parental CHO-K1 cells; Fluo-8 calcium fluorescence; scaled to maximal ATP response, vehicle zero; activation, % at 3 µM; 360,000 tested, 0.48% active; in the data active = activation above about 15%;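 note: untransfected CHO-K1 host cells lacking M1 receptor as counterscreen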
OXTR ag = agonists of human oxytocin receptor. P30559. CHO-OTR cells, Fluo-8 calcium fluorescence; normalized: DMSO 0%, oxytocin 100%. 320,000 tested, 0.32% active. activation, % at 3 µM;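 active = activation above the mean of all tested compounds plus 3 SD, cutoff set per screening run, cut at about 20% in these data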;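 note: peak over basal fluorescence ratio from a 100 s FLIPR kinetic read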
* = called active by the depositor; nt = no result given.

SMILES | CHO-K1 Ca PAM | OXTR potentiator | TAAR1 antagonist | CHO parental Ca | CHO-K1 Ca antag | V1aR counter | GPR7 antag | M1 ag parental | OXTR ag
CC(=O)N1N=C(c2ccco2)CC1c1ccc(Br)cc1 (stereo not drawn) | 19 | 0 | -23 | -11 | -13 | 1.0 | 14 | 1.1 | -1.5
CC(=O)c1cccc(N=Cc2c(O)ccc3ccccc23)c1 | 9 | -9 | 7 | -5 | 7 | 0.1 | -5 | 0.7 | -0.6
CCOc1ccc(C2C(C(=O)c3ccc(C)o3)=C(O)C(=O)N2c2cc(C)on2)cc1OC (stereo not drawn) | -6 | -2 | -30 | -11 | -7 | 0.4 | -3 | 0.3 | 1.5
COc1ccc(N2CCN(C(=O)COc3ccc(Cl)cc3Cl)CC2)cc1 | 18 | -3 | -11 | -20 | -10 | 2.6 | -1 | 2.3 | 1.4
CCN(CC(=O)Nc1ccccc1OC)C(=O)COc1ccc2ccccc2c1 | -7 | -4 | 4 | -19 | 15 | -0.1 | -7 | 2.6 | 2.8
O=C(O)CN1C(=O)NC2NC(=O)NC21 (stereo not drawn) | 7 | 0 | -9 | -2 | -15 | 0.8 | -13 | 0.6 | 0.3
NN=C1c2ccccc2-c2ccc(N)cc21 | 22 | nt | -22 | nt | -13 | nt | nt | 1.1 | nt
CCC(C(=O)NC(C)(C)C)N(C(=O)Cn1nnc(-c2ccccc2F)n1)c1cccc2c1CCCC2 (stereo not drawn) | -5 | -7 | 8 | -2 | 6 | -0.3 | -10 | 0.2 | -0.7
COc1cccc(OC)c1-c1cnc(NC(C)=O)cn1 | 9 | nt | -10 | nt | 0 | nt | nt | 0.3 | nt
Cc1ccc(-n2cc(CN3CCN(Cc4nccn4C)CC3)c(-c3ccc(F)cc3)n2)cc1 | -9 | -5 | -14 | -16 | 1 | 1.3 | 12 | 0.3 | 1.6
C=C(C)c1cccc(C(C)(C)NC(=O)Nc2ccc(C)cn2)c1 | 15 | -12 | -1 | -14 | -3 | 11 | -8 | 7.8 | -0.7
N#CCc1c(C#N)c(N)nc(N2CCCC2)c1C#N | -12 | -4 | -4 | -13 | -2 | 1.5 | nt | 0.1 | 0.8
CC(C)N1CCc2c(sc(NC(=O)c3ccc(C(=O)c4ccccc4)cc3)c2C(N)=O)C1 | 20 | -2 | -9 | -14 | -2 | 8.8 | 0 | 4.1 | 2.9
C(=N\Nc1nc2ccccc2[nH]1)/c1ccccc1 | -11 | -14 | 10 | -8 | -8 | -1.0 | 3 | 1.1 | -2.4
CCOC(=O)c1nc(NCc2ccccc2F)c2ccccc2n1 | 13 | -17 | -8 | -7 | -3 | 1.5 | -13 | 0.6 | -1.4
c1cnc(NCCSSCCNc2ncccn2)nc1 | 9 | nt | -1 | nt | -7 | nt | nt | 0.4 | nt
O=C(NCCCN1CCOCC1)c1ccc(Sc2ccc(Br)cc2)c([N+](=O)[O-])c1 | 22 | 2 | 19 | -11 | -10 | 1.0 | -14 | 0.3 | -0.7
COc1ccc(-c2cc3ncc(-c4ccccc4)c(N)n3n2)cc1 | 3 | nt | 5 | nt | -20 | nt | -11 | 0.9 | nt
CCCCN(C(=O)Cc1ccc2c(c1)OCCO2)c1c(N)n(CC(C)C)c(=O)[nH]c1=O | -12 | nt | -29 | nt | 8 | nt | nt | 0.5 | nt
COc1cccc(C(=O)Nc2nc(-c3ccccc3)c(-c3ccccc3)o2)c1 | 18 | -4 | 19 | -11 | -3 | -0.7 | -1 | 0.2 | -0.7

Some of these compounds in order of formula weight, falling:
SMILES | CHO-K1 Ca PAM | OXTR potentiator | TAAR1 antagonist | CHO parental Ca | CHO-K1 Ca antag | V1aR counter | GPR7 antag | M1 ag parental | OXTR ag
O=C(NCCCN1CCOCC1)c1ccc(Sc2ccc(Br)cc2)c([N+](=O)[O-])c1 | 22 | 2 | 19 | -11 | -10 | 1.0 | -14 | 0.3 | -0.7
Cc1ccc(-n2cc(CN3CCN(Cc4nccn4C)CC3)c(-c3ccc(F)cc3)n2)cc1 | -9 | -5 | -14 | -16 | 1 | 1.3 | 12 | 0.3 | 1.6
CCOc1ccc(C2C(C(=O)c3ccc(C)o3)=C(O)C(=O)N2c2cc(C)on2)cc1OC (stereo not drawn) | -6 | -2 | -30 | -11 | -7 | 0.4 | -3 | 0.3 | 1.5
COc1ccc(-c2cc3ncc(-c4ccccc4)c(N)n3n2)cc1 | 3 | nt | 5 | nt | -20 | nt | -11 | 0.9 | nt
C=C(C)c1cccc(C(C)(C)NC(=O)Nc2ccc(C)cn2)c1 | 15 | -12 | -1 | -14 | -3 | 11 | -8 | 7.8 | -0.7
COc1cccc(OC)c1-c1cnc(NC(C)=O)cn1 | 9 | nt | -10 | nt | 0 | nt | nt | 0.3 | nt
NN=C1c2ccccc2-c2ccc(N)cc21 | 22 | nt | -22 | nt | -13 | nt | nt | 1.1 | nt
O=C(O)CN1C(=O)NC2NC(=O)NC21 (stereo not drawn) | 7 | 0 | -9 | -2 | -15 | 0.8 | -13 | 0.6 | 0.3

Additional entries follow.
SMILES | CHO-K1 Ca PAM | OXTR potentiator | TAAR1 antagonist | CHO parental Ca | CHO-K1 Ca antag | V1aR counter | GPR7 antag | M1 ag parental | OXTR ag
CC(NC(=O)CSc1ncccn1)c1ccc(Cl)cc1Cl (stereo not drawn) | 4 | -6 | -16 | -3 | -8 | 1.4 | 2 | 0.6 | -0.3
COc1ccc(OC)c(/C=C2\Oc3cc(OCC(=O)N4CC(O)C[C@H]4C(=O)O)ccc3C2=O)c1 (stereo partly drawn) | 8 | -1 | 1 | -9 | 2 | 2.2 | -7 | 0.9 | 2.0
CCC(C)c1c(O)nc(SCC(=O)N2CCCCC2)[nH]c1=O (stereo not drawn) | 11 | -8 | -15 | -7 | -6 | -0.4 | -5 | 0.8 | -0.2
CCN(CC)S(=O)(=O)c1ccc(C(=O)OCCNC(=O)c2cccnc2)cc1 | 6 | -9 | 5 | -16 | -2 | 1.2 | 13 | 0.2 | 0.9
Cc1ccccc1CSCc1ccc(C(=O)NCCCN2CCOCC2)o1 | -14 | -5 | -24 | -16 | 9 | 0.5 | -15 | 0.9 | 0.3
O=C(CNC(=O)c1cc(=O)[nH]c2ccc(S(=O)(=O)N3CCOCC3)cc12)Nc1ccc(F)c(F)c1 | -8 | nt | -4 | nt | -9 | nt | nt | -0.1 | nt
Cc1ccc(CN2CCC(CNS(=O)(=O)c3ccc(-c4ccc(=O)[nH]n4)s3)CC2)cc1 | 19 | -8 | -9 | -16 | -8 | 0.4 | 9 | -0.3 | 0.1
COc1ccc(S(=O)(=O)N(C)CC(=O)Nc2ccc(F)cc2)cc1 | 12 | 6 | -15 | -13 | -17 | -0.2 | 13 | 1.6 | 0.7
Cc1cc(Nc2ccc3ccccc3c2)n2ncnc2n1 | 1 | -2 | 7 | -17 | -3 | 0.2 | -17 | -1.0 | -1.3
O=C1c2cccc3cccc(c23)C(=O)N1CC1CCN(S(=O)(=O)c2ccccc2)CC1 | 11 | nt | -13 | nt | -8 | nt | nt | 0.8 | nt
O=C(CNc1ccccc1Cl)N/N=C1\CCCc2ccccc21 | 20 | -6 | -1 | 18 | -9 | -0.2 | -2 | 0.0 | 0.6
Cc1cc(/C=C(\C#N)C(=O)NCc2ccco2)c(C)n1-c1cccnc1 | 20 | -10 | -1 | -11 | -16 | 1.6 | -8 | 5.4 | -0.3
Cc1c([N+](=O)[O-])c(N)nn1C | 16 | 2 | -8 | -2 | -7 | -0.3 | 8 | 1.7 | 0.5
COc1ccc(Nc2nc(C)cc(C)c2C(N)=O)cc1OC | -8 | 2 | -10 | -4 | 8 | 1.1 | -5 | -0.2 | -0.9
CC(=O)c1ccc(NC(=O)CSc2nc(C3CC3)nc3ccccc23)cc1 | -18 | -2 | -2 | 2 | 15 | 5.5 | 0 | 3.2 | 3.8
Brc1ccc(Nc2c3c(nc4ncnn24)CCC3)cc1 | 20 | -1 | 6 | -21 | -20 | -0.9 | -19 | -0.1 | -0.7
COc1ccccc1C(=O)CC(=O)c1ccccc1 | -13 | -8 | -17 | -20 | 3 | 0.2 | 22 | -0.3 | -2.0
COc1cc(Cl)c(C)cc1NC(=O)CCNC(=O)c1ccco1 | -10 | -16 | -5 | -15 | 6 | 0.3 | 1 | 0.5 | 0.7
Cc1cc(Br)ccc1NC(=O)CNC(=O)Cn1ncc(Cl)c(Cl)c1=O | 6 | -8 | 1 | -2 | -10 | -0.2 | -9 | 0.1 | -0.5
CCOc1ccc2[nH]c3nc(SCC(=O)NCC4CCCO4)nnc3c2c1 (stereo not drawn) | 8 | 3 | 6 | -10 | -6 | -0.1 | -1 | 1.0 | 0.1
Cc1ccc2c(c1)nnn2C1CCN(S(=O)(=O)c2ccc(C(=O)NC3CCCC3)cc2)CC1 | 0 | -21 | 35 | 5 | 2 | 6.7 | 11 | 1.0 | 6.2
O=C(CN1C(=O)NC(Cc2c[nH]c3ccccc23)C1=O)Nc1ccc(Br)cc1F (stereo not drawn) | 13 | -5 | 2 | -15 | -16 | 2.1 | nt | 0.3 | 2.1
C=Cc1ncc(OC)c2c1[nH]c1ccccc12 | 1 | -4 | nt | -21 | -5 | -0.1 | nt | 0.2 | 1.1
O=C(c1ccc(=O)[nH]c1)N(Cc1ccco1)C1(C(=O)NC2CCCCC2)CCCCC1 | 7 | -6 | -16 | -9 | -2 | 0.4 | -3 | 0.0 | 0.0
Nc1ccc2nc(-c3ccc(-c4nc5ccc(N)cc5[nH]4)cc3)[nH]c2c1 | nt | -2 | -15 | -8 | nt | -0.1 | -16 | nt | -0.5
CC(=C\c1ccco1)/C=C(\C#N)C(=O)NCCc1c[nH]c2ccccc12 | 11 | -17 | 43 | -17 | -6 | 3.0 | -4 | 5.8 | -0.1
Cc1ccc(NC(=O)N2C3CCCC2CC(NC(=O)C(C)(C)C)C3)cc1 (stereo not drawn) | 5 | 2 | -8 | -11 | 11 | -0.3 | -12 | 0.3 | -0.3
COc1ccccc1CNC(=O)C(=O)NCC1OCCN1S(=O)(=O)c1ccc2c(c1)OCCO2 (stereo not drawn) | 15 | -4 | -12 | -19 | -9 | 0.2 | -8 | 3.2 | -0.6
COc1ccc(CNC(=O)c2cccc3c2C(=O)N(CC2CCCO2)C3)cc1 (stereo not drawn) | -6 | -4 | -24 | -4 | -2 | -0.3 | -3 | 0.0 | -1.9
CCC1=Nc2cc(C(=O)NCc3cccnc3)ccc2Sc2ccc(C)cc21 | -12 | -9 | -24 | -13 | 8 | 1.0 | 17 | 0.3 | 1.1
Cn1nnnc1SCC(=O)Nc1ccc(Br)cc1Cl | 22 | -8 | -5 | -11 | -14 | 0.6 | 0 | 0.5 | -0.6
